Furin inhibitor – blocks human furin protease activity | P09958 | purified furin, fluorogenic substrate cleavage | inhibition, % at 30 µM | 220,000 tested, 0.061% active; in the data active = inhibition above about 25%; note: inactives centre near -15
p47phox inh – inhibitors of human p47phox binding. inhibition, % at 24.7 µM. p47phox/p22phox peptide binding, fluorescence polarization, 2 h. 220,000 tested, 0.53% active. P14598. AID 1274;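 active = inhibition above about 30%, limit read from the data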;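 note: 0% = p47phox with labelled peptide and 100% = labelled peptide alone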
Tb hexokinase – T. brucei hexokinase 1 inhibition | recombinant TbHK1, G6PDH-coupled NADH A340 | inhibition, % at 10 µM | 220,000 tested, 0.11% active | AID 1430;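 active = inhibition of 50% or more in the single-dose primary screen; inactive = inhibition below 50%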
p97 ATPase inh – blocks human p97 ATPase activity | P55072 | recombinant p97 ATPase, Kinase-Glo ATP luminescence, 3 h | inhibition, % at 8 µM | 220,000 tested, 0.42% active | AID 1481; in the data active = inhibition above about 15%;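 note: 0% = DMSO vehicle and 100% = wells lacking enzyme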
Target sequence (P55072 whole entry, looked up): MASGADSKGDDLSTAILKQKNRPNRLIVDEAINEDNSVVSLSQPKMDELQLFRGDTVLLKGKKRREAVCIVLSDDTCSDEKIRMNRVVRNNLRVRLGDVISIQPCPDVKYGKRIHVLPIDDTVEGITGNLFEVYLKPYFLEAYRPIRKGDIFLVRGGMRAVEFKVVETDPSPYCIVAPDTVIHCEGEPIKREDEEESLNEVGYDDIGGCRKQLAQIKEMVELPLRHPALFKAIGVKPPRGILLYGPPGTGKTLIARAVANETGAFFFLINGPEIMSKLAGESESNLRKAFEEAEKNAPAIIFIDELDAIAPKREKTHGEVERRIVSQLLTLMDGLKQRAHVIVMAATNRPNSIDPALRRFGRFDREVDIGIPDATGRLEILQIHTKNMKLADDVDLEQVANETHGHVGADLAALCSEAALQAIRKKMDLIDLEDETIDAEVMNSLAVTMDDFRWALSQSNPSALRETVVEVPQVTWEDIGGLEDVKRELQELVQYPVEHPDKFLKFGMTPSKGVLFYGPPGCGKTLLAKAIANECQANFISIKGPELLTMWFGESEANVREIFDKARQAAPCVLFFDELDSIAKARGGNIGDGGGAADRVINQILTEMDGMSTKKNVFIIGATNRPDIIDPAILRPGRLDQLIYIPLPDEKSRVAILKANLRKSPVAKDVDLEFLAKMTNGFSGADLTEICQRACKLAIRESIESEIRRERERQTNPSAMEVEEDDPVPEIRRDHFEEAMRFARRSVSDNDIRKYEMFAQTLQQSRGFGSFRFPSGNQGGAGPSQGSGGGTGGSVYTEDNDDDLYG
Runt-CBFb FRET – Runt domain-CBFb interaction inhibition; 220,000 tested, 0.46% active; AID 1496; Q01196+Q13951; Cerulean-Runt/Venus-CBFb FRET ratio 530/480, 1 h; inhibition, % at 20 µM;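 active = inhibition over about 50% at 20 µM in the single-dose screen, limit read from the data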;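 note: 0% = DMSO wells and 100% = excess unlabeled CBFb competitor control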
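Assay system: Cerulean-tagged RUNX1 Runt domain (FRET donor) fusion protein / Amount: 100 nM each of Venus-CBFb and Cerulean-Runt domain / Medium: Tris buffer pH 7.5 with salts and BSA / Also added: Venus-CBFb 100 nM / Schedule: 1 h complex formation plus 1 h compound treatment, room temperature / Signal: FRET fluorescence / Read-out: loss of energy transfer signal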
EBV gp42 inh – inhibitors of Epstein-Barr virus glycoprotein 42. 220,000 tested, 0.42% active. Fluorescence polarization binding assay, mP read-out. inhibition, % (tested at 21.74 µM). AID 1085; in the data active = inhibition above about 50%
Target sequence (Q1HVG2 whole entry, looked up): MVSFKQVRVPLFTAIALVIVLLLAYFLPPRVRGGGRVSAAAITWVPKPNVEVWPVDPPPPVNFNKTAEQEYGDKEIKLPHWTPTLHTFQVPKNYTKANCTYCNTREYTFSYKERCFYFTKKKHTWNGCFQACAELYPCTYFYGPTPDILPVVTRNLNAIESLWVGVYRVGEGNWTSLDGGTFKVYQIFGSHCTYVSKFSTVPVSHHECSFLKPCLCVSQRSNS
Calpain2 inh – inhibitors of pig calpain II. purified calpain II, fluorogenic peptide substrate, 30 min. inhibition, % at 16 µM. 220,000 tested, 0.37% active. AID 1236;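 active = inhibition above about 50%, limit read from the data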
RBBP9 inh – inhibitors of human serine hydrolase RBBP9; recombinant RBBP9, FP-Rh probe fluorescence polarization; inhibition, % at 7.94 µM; 220,000 tested, 0.2% active; AID 1515;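 active = inhibition above the campaign mean of all tested compounds plus 3 SD, cut at about 14% in these data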;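 note: plate controls were DMSO wells with RBBP9 for no effect and wells lacking RBBP9 protein for full effect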
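Test system – recombinant human RBBP9 · Input – RBBP9 2.5 µM in dispensing solution, pre-mixing · Medium – Tris buffer pH 8.0, NaCl, Pluronic · Schedule – preincubation 30 min plus labeling 45 min at 25 °C · Measured by – fluorescence polarization · Measure – % inhibition · Controls – DMSO and no-protein wells · Replicates – one well per compound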
Runt-SMMHC FRET – Runt domain-CBFb-SMMHC interaction inhibition; Cerulean-Runt/Venus-CBFb-SMMHC FRET ratio 530/480, 1 h; inhibition, % at 20 µM; Q01196+Q13951; 220,000 tested, 0.74% active;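 active = mean inhibition across duplicate retests at 20 µM reaching about 50%, limit read from the data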;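 note: 0% = DMSO wells and 100% = wells with excess untagged CBFb-SMMHC; inhibitors lower the FRET ratio by blocking Runt binding to CBFb-SMMHC; some results filed as inactive read as strong as hits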
Numbers without * were called inactive; . = not tested or not shown; & = joins results of further samples; [ ] = another dose, or the depositor's remark. The order is random (roughly 2.7% active in at least one column).

no.	Furin inhibitor	p47phox inh	Tb hexokinase	p97 ATPase inh	Runt-CBFb FRET	EBV gp42 inh	Calpain2 inh	RBBP9 inh	Runt-SMMHC FRET	molecule
1	-25	-5	-2	2	-1	-13	-7	10	-4	CC(C)C(C(=O)Nc1ccc(S(N)(=O)=O)cc1)N1C(=O)c2ccccc2C1=O (stereo not given)
2	-13	1	-23	4	4	-2	-9	-4	-6	COc1ccc(C(=O)NC(=S)Nc2ccc(N3CCN(C(C)=O)CC3)cc2)cc1[N+](=O)[O-]
3	-17	-7	-6	0	2	-8	11	-5	4	CCN=C1SC(C(=O)Nc2ccc(Cl)c(Cl)c2)CC(=O)N1CC (stereo not given)
4	-14[20 µM]	-3	1	-1	1	-13	-3	-5	-2	O=C(Nc1nccs1)C1CCN(S(=O)(=O)c2ccc(Cl)c(C(F)(F)F)c2)CC1
5	-26	4	0	3	0	-5	23	-7	-1	CC(OC(=O)C1=COCCO1)C(=O)Nc1cc(S(=O)(=O)N2CCCCC2)ccc1Cl (stereo not given)
6	-8	-27	-8	0	3	10	-63	-6	-14	Cc1ccc(-c2nn(CCC(=O)O)cc2/C=C\C(=O)c2ccc(Br)cc2)cc1
7	-4	-31	0	5	-1	0	-110	-3	0	Cc1cccc(C2c3[nH]c4ccccc4c3CCN2C(=O)Cc2nc(-c3ccccc3)n[nH]2)n1 (stereo not given)
8	-10[20 µM]	-10	-8	1	-1	-4	36	-4	-3	CC1CCN(c2ccccc2NC(=O)c2ccc(F)cc2)CC1
9	-28[20 µM]	-2	2	2	7	-10	-220	-8	3	COc1cccc(CNC(=O)c2ccccc2N)c1
10	-11	-7	30	1	-2	-20	21	5	2	CCSc1nnc(NC(=O)[C@@H](NC(=O)c2ccccc2)C(C)C)s1
11	-19	-16	0	-1	0	-17	-7	3	-6	CC(C)CNc1nc(Oc2ccc(=O)[nH]n2)nc(N2CCOCC2)n1
12	5[20 µM]	-9	-1	5	1	-14	-37	5	5	CCOC(=O)N1CCN(C(=O)Cn2ncn3nc(-c4cccs4)cc3c2=O)CC1
13	-23[20 µM]	-18	1	2	-1	16	-34	-9	-2	COc1cccc(Nc2nc3ccccc3nc2NS(=O)(=O)c2cccs2)c1
14	-3[20 µM]	-12	-61	0	-1	-11	20	3	3	Cc1cccc(/C=N\Nc2cn[nH]c(=O)c2Cl)c1
15	-32	1	4	9	0	-6	-8	-5	-2	CCC(C)[C@H](N)c1cn([C@@H](Cc2ccc(O)cc2)C(=O)N2CCNCC2)nn1 (stereo not given in full)
16	-19	-7	-5	0	-1	0	8	-2	5	CCOC(=O)N1CCC(NC(=O)C2CCN(S(=O)(=O)N3CCC(C)CC3)CC2)CC1
17	-22	5	2	13	2	-33	-16	-3	-3	O=C(CN1C(=O)NC2(CCCc3ccccc32)C1=O)N1CCc2ccccc2C1 (stereo not given)
18	-9	-24	-11	-1	2	-20	-18	-8	-1	COc1cc(NC(=O)COC(=O)c2ccc(C)c(S(=O)(=O)N3CCCCC3)c2)c(C)cc1[N+](=O)[O-]
19	-16	-10	-2	-4	0	3	-18	-10	-2	COc1ccc(-c2nn(-c3ccccc3)cc2C(=O)N2c3ccc(C)cc3C3CN(C)CCC32)cc1 (stereo not given)
20	-9	-7	-2	3	-1	-19	34	-4	0	Cc1cc(NC(=O)COC(=O)c2c(C)noc2C)ccc1Br
21	-21	-7	-5	0	0	7	-18	0	0	CCOC(=O)c1[nH]c(C)c(C(=O)N2CCN(c3ccc(OC)cc3)CC2)c1C
22	-18	0	2	5	1	-3	-1	-3	0	O=C(NC(=O)c1ccc(Cl)c(Cl)c1)OC1CCS(=O)(=O)C1 (stereo not given)
23	-15	-2	-5	6	2	6	5	-1	-12	CC(C)NC(=O)COC(=O)/C=C/c1ccco1
24	-19	-9	-10	3	0	-5	-138	-2	-3	COC(=O)C1=C(C)N=C2SCCC(=O)N2C1/C=C/c1ccccc1 (stereo not given)
25	-5	-16	2	6	-3	-10	-15	-5	-82	CN(CC(=O)Nc1ccccc1Sc1ccccc1)Cc1nc2ccccc2c(=O)[nH]1
26	-4[20 µM]	-8	8	-3	0	-14	-9	0	2	CCCc1nnc(NC(=O)CCCC(=O)O)s1
27	-19	-14	-9	4	4	-16	-6	1	-1	O=C(/C=C/c1ccccc1)Nc1ccc(Cl)cn1
28	-19	1	-9	4	-5	-7	-12	-10	-2	CCOc1ccc(Cn2c(SCCCCC#N)nc3c2c(=O)n(C)c(=O)n3C)cc1OCC
29	-16	-4	-2	6	1	1	-7	-6	-2	COc1ccc2c(c1)OC/C(=C/c1cccs1)C2=O
30	-30	-11	0	5	1	-20	-28	-4	-1	O=C(COC(=O)c1ccc(Cl)nc1)NCc1ccco1

Record cards, from the list above.
Listed for Cc1ccc(-c2nn(CCC(=O)O)cc2/C=C\C(=O)c2ccc(Br)cc2)cc1 = Furin inhibitor = -8; p47phox inh = -27; Tb hexokinase = -8; p97 ATPase inh = 0; Runt-CBFb FRET = 3; EBV gp42 inh = 10; Calpain2 inh = -63; RBBP9 inh = -6; Runt-SMMHC FRET = -14
Listed for CC(OC(=O)C1=COCCO1)C(=O)Nc1cc(S(=O)(=O)N2CCCCC2)ccc1Cl (stereo not given) = Furin inhibitor = -26; p47phox inh = 4; Tb hexokinase = 0; p97 ATPase inh = 3; Runt-CBFb FRET = 0; EBV gp42 inh = -5; Calpain2 inh = 23; RBBP9 inh = -7; Runt-SMMHC FRET = -1

Next part
no.	Furin inhibitor	p47phox inh	Tb hexokinase	p97 ATPase inh	Runt-CBFb FRET	EBV gp42 inh	Calpain2 inh	RBBP9 inh	Runt-SMMHC FRET	molecule
31	-18	-24	-5	0	19	-12	-23	-5	35	CN1C(=O)/C(=C/c2cc(C(C)(C)C)c(O)c(C(C)(C)C)c2)NC1=S
32	-19	-3	12	5	70*	-9	12	-2	62*	Cc1cc(O)c(Oc2cc(C)cc(O)c2O)c(O)c1
33	-21	-8	-8	-6	-14	-5	-7	-5	-10	Cc1cc2cc(CNC(=O)CC(C)C)ccc2n1C
34	-18	-12	-2	-5	-4	-22	-25	-6	0	COc1ccc(C(=O)Cn2nnc(-c3ccc(N4CCOCC4)cc3)n2)cc1OC
35	-25	-5	-3	-2	0	-10	1	6	-2	COc1ccc(C[C@H]2CN3C(=NC[C@H]3C)N2CCNC(=O)CCC2CCCCC2)cc1
36	-11	-9	-2	5	0	-5	-10	-6	1	O=C(NNC(=O)c1cccnc1)Nc1cccc(Cl)c1Cl
37	-5	-12	-26	9	8	-12	-1	-7	0	COc1cccc(NC2=C(C#N)C(=O)NC(c3cccc(OC)c3O)S2)c1 (stereo not given)
38	-3[20 µM]	-14	-2	5	2	-11	-8	2	-3	O=C(NCC1CCCO1)Nc1ccc(Cl)cc1 (stereo not given)
39	-18[20 µM]	-15	-17	0	.	2	-89	0	0	COc1ccc(Nc2ncc(C(=O)N3CCN(c4ccc(F)cc4)CC3)c3ccccc23)cc1
40	-10	-7	9	-5	-1	-2	9	-6	-1	NNC(=O)CCc1nc2ccccc2[nH]1
41	-16	0	-2	0	-2	1	30	-5	-7	Cc1ccccc1OCc1nc2ccccc2c(=O)n1/N=C/c1cccc([N+](=O)[O-])c1
42	-15	0	-32	1	1	-10	-4	-6	-4	C=CCn1cccc(C(=O)Nc2cc(OC)ccc2OC)c1=O
43	-17[20 µM]	4	1	2	.	-11	26	2	.	CCOc1c(Cl)cc(CNCC(C)C)cc1Cl
44	-19	-10	-1	4	-2	-5	-6	-2	0	Cc1onc(-c2ccccc2)c1C(=O)c1c[nH]c(C(=O)NCc2ccccn2)c1
45	-27	-18	-3	2	-2	1	-61	-9	-21	O=C1O/C(=C/c2ccccc2)c2ccccc21
46	-21[20 µM]	-13	-15	-2	-4	0	-7	2	5	OC1CCN(c2c3c(nc4cc(-c5ccc(F)cc5)nn24)CCC3)CC1
47	-12	-3	1	3	-1	1	-21	-7	1	COCCNC(=O)/C(C#N)=C/c1c(F)cccc1Cl
48	-3	-29	-14	6	4	-6	-9	0	4	C=CCN1CN(S(=O)(=O)c2cccs2)c2nc3ccccc3nc21
49	-14[20 µM]	-7	0	8	2	-4	-26	-4	4	COc1cc2c(cc1OC)C(c1cccs1)CC(=O)N2 (stereo not given)
50	-7[20 µM]	-21	-24	1	-4	9	-15	0	-6	O=[N+]([O-])c1cc(S(=O)(=O)N2CCCC2)ccc1N/N=C/c1cccs1
51	-22[20 µM]	-2	8	5	0	-19	2	-4	-4	Nc1nnc(SCC(=O)NCCOc2ccccc2)s1
52	-7[20 µM]	-4	-2	-8	-1	-14	-1	-4	-4	CCCCn1c(C)cc(C)c(S(=O)(=O)c2ccccc2C)c1=O
53	-13	-2	37	4	-1	-5	11	-8	2	Cc1ccc(N2C(=O)NC(NC(=O)c3ccc(Cl)cc3)(C(F)(F)F)C2=O)cc1 (stereo not given)
54	-8&-3[20 µM]	-11&-4	9&10	0&-3	1&-5	3&-4	-27&23	1&-9	0&-8	COc1ccc(C2=C(CN(C)C)C(c3ccccc3)c3ccccc3O2)cc1 (stereo not given)
55	-20	-1	-7	-3	0	-7	11	-4	1	CCCS(=O)(=O)N1CCC(C(=O)NCc2ccccc2Cl)CC1
56	-5	3	-19	-4	1	0	-23	-4	-1	COc1ccc(-n2c(SCc3ccccn3)nc3c(c2=O)SCC3)cc1OC
57	-19	-1	6	3	2	-5	-4	1	2	Cc1c(Cl)cccc1NC(=S)N1CCCN(Cc2ccccc2F)C1
58	-21	-9	-10	3	-3	-8	-10	-4	1	Cc1ccc(S(=O)(=O)c2nc(-c3ccccc3)oc2NCc2cccnc2)cc1
59	19[20 µM]	-17	-2	7	0	6	-7	-11	-3	O=C(Nc1ncc(Cc2ccccc2)s1)C1COc2ccccc2O1 (stereo not given)
60	-5	0	23	7	-2	-22	1	-2	3	CNC(=O)CN(c1cc([N+](=O)[O-])ccc1OC)S(C)(=O)=O

Structures shown so far containing bromine:
no.	Furin inhibitor	p47phox inh	Tb hexokinase	p97 ATPase inh	Runt-CBFb FRET	EBV gp42 inh	Calpain2 inh	RBBP9 inh	Runt-SMMHC FRET	molecule
6	-8	-27	-8	0	3	10	-63	-6	-14	Cc1ccc(-c2nn(CCC(=O)O)cc2/C=C\C(=O)c2ccc(Br)cc2)cc1
20	-9	-7	-2	3	-1	-19	34	-4	0	Cc1cc(NC(=O)COC(=O)c2c(C)noc2C)ccc1Br

Compound activity as filed in PubChem BioAssay.
